Screens: PubChem, Broad Institute
KDM4C inh = inhibitors of human demethylase GASC-1 KDM4C; Q9H3R0; inhibition, % at 12.5 µM; GST-KDM4C 2-372, H3K9me3 peptide, LANCE TR-FRET; 96,000 tested, 0.15% active;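 active means mean replicate inhibition above about 25%, with at least 55% of replicates also reaching it, limit read from the data, passing the limit was not always enough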
Target sequence (Q9H3R0 2-372 limits assumed): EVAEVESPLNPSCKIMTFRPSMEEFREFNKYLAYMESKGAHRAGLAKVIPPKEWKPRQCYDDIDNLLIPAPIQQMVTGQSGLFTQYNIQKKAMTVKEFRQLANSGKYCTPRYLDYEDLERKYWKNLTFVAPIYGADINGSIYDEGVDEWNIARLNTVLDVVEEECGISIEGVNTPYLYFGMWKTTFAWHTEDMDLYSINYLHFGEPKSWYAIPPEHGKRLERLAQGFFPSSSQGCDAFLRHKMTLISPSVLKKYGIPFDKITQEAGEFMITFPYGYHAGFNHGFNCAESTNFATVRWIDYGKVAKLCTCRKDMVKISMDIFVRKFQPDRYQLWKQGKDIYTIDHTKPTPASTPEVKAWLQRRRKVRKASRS
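System – N-terminal GST-fused human GASC-1 (KDM4C) fragment, residues 2-372 · Input – enzyme final amount 10 nM · Technique – LANCE TR-FRET, Eu antibody, ULight-streptavidin, EDTA, ex 340 nm, em 618/671 nm · Medium – HEPES buffer, pH 7.5, plus ascorbate · Incubation – enzyme reaction 30 min, then detection 60 min, both room temperature · Reagent – H3K9me3 peptide with Fe(II)/2OG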
Pf Dd2 inh = P. falciparum Dd2 growth inhibition; SYBR Green, 72 h; stronger effect = lower value; activity change, % at 10 µM; 94,000 tested, 2.3% active; AID 1159554; in the data active means activity change below about -80%
Tcruzi prolif = blocks T. cruzi growth in NIH3T3 culture. AID 624255. inhibition, % at 8.34 µM. 77,000 tested, 5.9% active. T. cruzi beta-gal in NIH3T3, GalScreen luminescence, 90 h;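 active means mean inhibition above about 93%, with at least 55% of replicates each passing it, limit read from the data, passing the limit was not always enough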
C diff HTS = C. difficile growth inhibition | 86,000 tested, 0.25% active | Clostridium difficile clinical isolate growth, OD600, 24 h; stronger effect = lower value | AID 1259249 | growth activity, negative = inhibition, % at 16 µg/mL (by protocol);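 active means mean growth activity at or below -80% and every replicate also at or below -80%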;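 further: 0% = DMSO wells and -100% = levofloxacin 16 µg/mL wells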
* marks the source's active call; other numbers are inactive results; . = not tested or not shown; & = joins results of further samples.

no.	SMILES	KDM4C inh	Pf Dd2 inh	Tcruzi prolif	C diff HTS
1	COc1ccc2c3c([nH]c2c1)[C@@H](CO)N(C(=O)C1CCOCC1)CC31CN(C)C1	-0.7	-58	.	4
2	C[C@H](CO)N1C[C@H](C)[C@@H](CN(C)Cc2ccccc2)Oc2ncc(C#CC3(O)CCCC3)cc2C1=O	0.5	-45	11	0
3	O=C(NC[C@@H]1[C@H](c2ccccc2)[C@H](CO)N1C(=O)Cc1cccnc1)C1CCC1	-1.1	4	-4	6
4	C[C@H]1CN([C@@H](C)CO)C(=O)c2cc(-c3ccccc3F)cnc2O[C@@H]1CN(C)C(=O)C1CCOCC1	0.0	-12	.	-1
5	C[C@H]1CN([C@@H](C)CO)C(=O)Cc2cc(NC(=O)Nc3ccc(F)cc3)ccc2O[C@H]1CN(C)Cc1ccc(-c2ccccc2)cc1	-0.8	9	69	8
6	COCC#Cc1ccc([C@@H]2[C@@H](C#N)N(C(=O)Cc3ccccc3)[C@@H]2CO)cc1	-2.1	-29	94	-2
7	C[C@H](CO)N1C[C@H](C)[C@@H](CN(C)S(=O)(=O)c2cccs2)Oc2ccc(NC(=O)Nc3ccc(C(F)(F)F)cc3)cc2CC1=O	-0.9	0	24	16
8	CCS(=O)(=O)Nc1ccc2c(c1)C(=O)N(C)[C@H]1CC[C@H](CC(=O)N3CCCCC3)O[C@@H]1CO2	-1.3	16	21	5
9	CN(C)C(=O)c1cccc(-c2ccc(C3[C@H]4CNC[C@@H]3N4C(=O)Nc3ccccc3F)cc2)c1 (stereo partly drawn)	-0.9&-0.8	34&2	.	13&-7
10	C[C@H]1CN([C@@H](C)CO)C(=O)c2cc(-c3ccc(C#N)cc3)cnc2O[C@@H]1CN(C)CC1CCCCC1	1.4	-4	.	22
11	CC=Cc1ccc2n(c1=O)C[C@@H]1[C@@H](CO)[C@H](C(=O)NCCC)N(Cc3ccccn3)[C@H]21 (mixture of isomers)	5.8	21	91	1
12	COc1ccc(CN(C)C[C@H]2Oc3c(NC(=O)Nc4cccc5ccccc45)cccc3C(=O)N([C@H](C)CO)C[C@H]2C)cc1	2.3	-59	-3	0
13	CCS(=O)(=O)N1CC(=O)N2[C@H](CO)[C@H](c3ccc(C4=CCCC4)cc3)[C@@H]2C1	0.1	4	.	-3
14	CC=Cc1ccc2n(c1=O)C[C@H]1[C@H](CO)[C@@H](C(=O)N[C@@H](C)c3ccccc3)N(C(=O)c3ccccn3)[C@@H]21 (mixture of isomers)	-0.8	0	27	-1
15	C[C@H](CO)N1C[C@H](C)[C@@H](CN(C)Cc2ccncc2)Oc2c(NC(=O)Nc3ccc(C(F)(F)F)cc3)cccc2C1=O	0.1	9	.	3
16	C[C@H](CO)N1C[C@H](C)[C@@H](CN(C)S(C)(=O)=O)Oc2ccc(NS(=O)(=O)c3ccc(F)cc3)cc2CC1=O	-0.3	51	.	5
17	CCC(=O)N1CCC2(CC1)CN(Cc1cccc(Cl)c1)[C@H](CO)c1c2c2ccc(OC)cc2n1C	-1.1	-89*	.	6
18	COc1ccccc1C#Cc1ccc2c(c1)[C@@H]1[C@@H](CCN1C(=O)c1ccncc1)[C@@H](CO)N2	-1.9	-45	85	-95*
19	O=C(N[C@@H]1CC[C@H](CCNS(=O)(=O)c2ccc(Cl)cc2)O[C@H]1CO)c1ccccn1	-0.9	0	88	.
20	COc1ccc(NC(=O)Nc2ccc3c(c2)[C@@H]2C[C@@H](CC(=O)NC4CCCC4)O[C@H](CO)[C@@H]2O3)cc1	-0.6	-2	-22	.
21	C[C@H](CO)N1C[C@H](C)[C@H](CN(C)C(=O)Nc2ccc3c(c2)OCO3)Oc2ncc(Br)cc2C1=O	.	4	.	-1
22	COCC(=O)N1CC2(C1)CN(Cc1cc(F)ccc1F)[C@@H](CO)c1[nH]c3cc(OC)ccc3c12	0.1	-71	.	7
23	C[C@H]1CN([C@@H](C)CO)C(=O)c2cc(/C=C/c3ccccc3)cnc2O[C@H]1CN(C)Cc1ccccc1F	-1.2	-48	116*	3
24	C[C@@H](O)C#Cc1ccc2c(c1)O[C@@H](CN(C)CC1CCOCC1)[C@@H](C)CN([C@@H](C)CO)S2(=O)=O	.	9	48	29
25	COc1ccc(CN(C)C[C@@H]2OCCCC[C@@H](C)Oc3ccc(NC(=O)Nc4ccc(C(F)(F)F)cc4)cc3C(=O)N([C@H](C)CO)C[C@H]2C)cc1	.	-39	52	-85*

Later entries
no.	SMILES	KDM4C inh	Pf Dd2 inh	Tcruzi prolif	C diff HTS
26	COc1ccc(CN(C)C[C@@H]2Oc3ccc(NS(=O)(=O)c4ccc(F)cc4)cc3CC(=O)N([C@H](C)CO)C[C@H]2C)cc1	2.5	16	85	-10
27	Cc1ccc(S(=O)(=O)Nc2ccc3c(c2)C(=O)N([C@@H](C)CO)C[C@@H](C)[C@H](CN(C)C(=O)NC2CCCCC2)OCCCC[C@H](C)O3)cc1	-3.1	-51	114*	-3
28	C[C@@H]1CN([C@@H](C)CO)S(=O)(=O)c2ccc(C3=CCCC3)cc2O[C@@H]1CN(C)Cc1cncnc1	0.2	16	47	0
29	CO[C@H]1CN(C)C(=O)c2cc(NS(=O)(=O)c3ccccc3C)ccc2OC[C@@H](C)N(S(C)(=O)=O)C[C@@H]1C	.	12	-6	.
30	O=C(Cc1ccccn1)NCC[C@H]1CC[C@@H](NS(=O)(=O)c2ccc(F)cc2)[C@@H](CO)O1	-1.2	-19	-2	0
31	CCC(=O)N1CC2(C1)CN(Cc1ccccc1Cl)[C@H](CO)c1[nH]c3cc(OC)ccc3c12	-0.3	-85*	.	10
32	C/C=C/c1cnc2c(c1)C(=O)N([C@@H](C)CO)C[C@@H](C)[C@@H](CN(C)CC1CCOCC1)O2	-0.5	36	-6	0
33	O=C(c1cccc(F)c1)N1CCCCN2[C@H](C1)[C@@H](c1ccc(-c3ccncc3)cc1)[C@@H]2CO	-0.9	-7	86	-3
34	COc1cccc(C(=O)Nc2ccc3c(c2)OC[C@H](C)N(CCc2ccccc2)C[C@@H](C)[C@H](OC)CN(C)C3=O)c1	1.6	-25	108*	.
35	CC(C)NC(=O)Nc1ccc2c(c1)C(=O)N([C@@H](C)CO)C[C@@H](C)[C@H](CN(C)Cc1ccc(C(F)(F)F)cc1)OCCCC[C@H](C)O2	-0.7	.	.	50
36	COC(=O)[C@H]1[C@H](CO)[C@H]2Cn3c(cccc3=O)[C@H]2N1CC1CCOCC1	10	.	33	0
37	O=C(c1ccc2c(c1)OCO2)N1CC[C@@H]2[C@H]1c1cc(-c3ccc(F)cc3)ccc1N[C@@H]2CO	0.1	30	43	83
38	C[C@@H]1CN([C@H](C)CO)C(=O)c2cc(NS(=O)(=O)c3ccccc3)ccc2O[C@@H]1CN(C)C(=O)NC1CCCCC1	6.0	9	-3	-7
39	CO[C@@H]1CN(C)C(=O)c2ccc(NC(=O)Nc3c(C)noc3C)cc2OC[C@H](C)N(CC2CC2)C[C@H]1C	1.2	-6	91	.
40	COc1ccc(NC(=O)Nc2cccc3c2O[C@@H](CN(C)Cc2ccc(C(=O)O)cc2)[C@@H](C)CN([C@@H](C)CO)C3=O)cc1	1.1	11	1	-2
41	COc1ccccc1S(=O)(=O)N[C@H]1C=C[C@@H](CC(=O)N2CCCCC2)O[C@@H]1CO	-1.0	-28	15	.
42	C[C@@H]1CN([C@H](C)CO)C(=O)Cc2cc(NC(=O)Nc3ccc(F)cc3)ccc2O[C@@H]1CN(C)C(=O)Nc1ccc(F)cc1	-1.8	3	4	1
43	CN1C(=O)c2cc(NC(=O)Cc3cccs3)ccc2OC[C@@H]2O[C@@H](CC(=O)NCC3CCCCC3)CC[C@@H]21	-4.1	-24	16	-4
44	Cc1noc(C)c1NC(=O)N(C)C[C@@H]1Oc2ccc(NS(=O)(=O)c3ccccc3)cc2CC(=O)N([C@H](C)CO)C[C@@H]1C	-1.7	30	-14	3
45	COc1ccccc1NC(=O)N1CC(=O)N2[C@H](CO)[C@H](c3ccc(C#CC4CC4)cc3)[C@H]2C1	-1.0	-8	.	-5
46	CCCNC(=O)N1CC2(CCN(C(=O)c3cnccn3)CC2)c2c([nH]c3cc(OC)ccc23)[C@H]1CO	-0.5	4	.	0
47	O=C(NCc1ccc(F)cc1)[C@@H]1N[C@@H]2c3ccc(-c4ccccc4)c(=O)n3C[C@@H]2[C@H]1CO	-0.3	.	63	-2
48	C[C@H](CO)N1C[C@H](C)[C@H](CN(C)S(=O)(=O)c2cccs2)OCCCC[C@H](C)Oc2ccc(NC(=O)CCCN(C)C)cc2C1=O	0.5	19	45	-5
49	C[C@@H]1CN([C@H](C)CO)C(=O)c2cc(NC(=O)NC3CCCCC3)ccc2O[C@@H]1CN(C)S(=O)(=O)c1cn(C)cn1	1.1	6	-3	-3
50	CCCNC(=O)N(C)C[C@H]1N[C@@H](CO)[C@@H]1c1ccc(C2=CCCCC2)cc1	3.3	-2	20	8

Later entries:
no.	SMILES	KDM4C inh	Pf Dd2 inh	Tcruzi prolif	C diff HTS
51	Cc1ccccc1S(=O)(=O)N(C)C[C@@H]1OCc2cnnn2CCCC(=O)N([C@@H](C)CO)C[C@H]1C	0.3	6&-1	2&-40	2&3
52	O=C(NCc1ccc(F)cc1)[C@@H]1[C@@H](CO)[C@@H]2Cn3c(cccc3=O)[C@H]1N2Cc1cccnc1	0.1	6	100*	-2
53	C[C@H](CO)N1C[C@H](C)[C@H](CN(C)C(=O)Nc2cccc3ccccc23)Oc2ccc(NC(=O)Cc3ccccc3)cc2C1=O	-0.5	-4	51	-2
54	CO[C@@H]1CN(C)C(=O)c2cc(NC(C)=O)ccc2OC[C@@H](C)N(CCc2ccccc2)C[C@@H]1C	1.5	7	3	8
55	C/C=C/c1ccc([C@H]2[C@@H](CN(C)C(=O)C3CC3)N(C(=O)C3CC3)[C@H]2CO)cc1	0.0	1	0	-1
56	CO[C@H]1CN(C)C(=O)c2ccc(NC(C)=O)cc2OC[C@H](C)N(C(=O)CN2CCOCC2)C[C@H]1C	0.0	41	-50	1
57	COc1cccc(S(=O)(=O)Nc2ccc3c(c2)OC[C@H](C)NC[C@@H](C)[C@H](OC)CN(C)C3=O)c1	-0.1	20	65	0
58	O=C(C[C@H]1CC[C@H]2[C@@H](COC[C@H](O)CN2Cc2nccs2)O1)NCc1ccc(Cl)cc1	0.3	-10	21	.
59	C[C@@H]1CCCCO[C@@H](CN(C)C)[C@H](C)CN([C@@H](C)CO)C(=O)c2cc(NC(=O)c3ccccc3)ccc2O1	0.5	-77	43	-2
60	Cc1ccccc1S(=O)(=O)NCC[C@@H]1CC[C@H](NC(=O)Nc2cccc(Cl)c2)[C@@H](CO)O1	.	1	-48	.
61	COc1ccc2c3c(n(C)c2c1)[C@@H](CO)N(S(C)(=O)=O)CC31CCN(C(=O)Nc2cccc(F)c2)CC1	-0.1	-38	.	-1
62	C[C@@H]1CN([C@H](C)CO)C(=O)c2cc(C#CC3CCCC3)cnc2O[C@@H]1CN(C)C(=O)Nc1ccccc1	-1.6	4	19	2
63	C[C@@H]1CCCCO[C@@H](CN(C)C)[C@H](C)CN([C@@H](C)CO)C(=O)c2cc(NC(=O)CCCN(C)C)ccc2O1	1.1	50	-30	1
64	C[C@@H]1CN([C@@H](C)CO)C(=O)c2cc(C#CCC3CCCC3)cnc2O[C@H]1CN(C)C(=O)CC1CC1	-1.6	-33	100*	15
65	Cc1ccc(CN(C)C[C@H]2OCc3cn(nn3)CCCC(=O)N([C@H](C)CO)C[C@@H]2C)cc1	1.7	-10	-84	-5
66	CC(C)NC(=O)Nc1ccc2c(c1)C(=O)N([C@@H](C)CO)C[C@H](C)[C@@H](CN(C)C(=O)c1ccccc1)OCCCC[C@@H](C)O2	-1.3	-11	-1	-2
67	CCCNC(=O)C[C@@H]1CC[C@@H]2[C@@H](COc3ccc(NC(=O)c4ccccc4)cc3C(=O)N2C)O1	0.6	3	-7	-8
68	CCN1[C@@H]2c3cccc(=O)n3C[C@H]1[C@H](CO)[C@H]2C(=O)NC1Cc2ccccc2C1	0.0	7	53	-4

Retrieved by compound from the entries so far:
no.	SMILES	KDM4C inh	Pf Dd2 inh	Tcruzi prolif	C diff HTS
68	CCN1[C@@H]2c3cccc(=O)n3C[C@H]1[C@H](CO)[C@H]2C(=O)NC1Cc2ccccc2C1	0.0	7	53	-4
67	CCCNC(=O)C[C@@H]1CC[C@@H]2[C@@H](COc3ccc(NC(=O)c4ccccc4)cc3C(=O)N2C)O1	0.6	3	-7	-8
59	C[C@@H]1CCCCO[C@@H](CN(C)C)[C@H](C)CN([C@@H](C)CO)C(=O)c2cc(NC(=O)c3ccccc3)ccc2O1	0.5	-77	43	-2
66	CC(C)NC(=O)Nc1ccc2c(c1)C(=O)N([C@@H](C)CO)C[C@H](C)[C@@H](CN(C)C(=O)c1ccccc1)OCCCC[C@@H](C)O2	-1.3	-11	-1	-2
62	C[C@@H]1CN([C@H](C)CO)C(=O)c2cc(C#CC3CCCC3)cnc2O[C@@H]1CN(C)C(=O)Nc1ccccc1	-1.6	4	19	2
51	Cc1ccccc1S(=O)(=O)N(C)C[C@@H]1OCc2cnnn2CCCC(=O)N([C@@H](C)CO)C[C@H]1C	0.3	6&-1	2&-40	2&3
